High-throughput results (PubChem)
GLS inh: inhibitors of human glutaminase (GLS). 0.21% of 410,000 active. Potency, µM (highest dose often 45.5 µM), without a hit: at the top dose activity change, negative = inhibition, hits mostly inhibitors. GLS enzymatic activity, qHTS titration. O94925; also: % is scaled to controls: 0 for no effect and ±100 for the full control effect
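Two-point fluorescence kinetic (t0, 30 min RT) for hKGA; glutamate detected via glutamate oxidase–HRP–Amplex Red. Substrate: 1 mM L-glutamine solution; buffer 45 mM KH2PO4, pH 8.2.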
HP1b binding inh: inhibitors of HP1-beta chromodomain binding to methylated histone tails | P83916 | 0.56% of 390,000 active | AlphaScreen HP1-beta / biotin-H3K9me3 peptide binding | Potency, µM (series often up to 114 µM), for inactives: top-dose activity change, negative = inhibition, hits mostly inhibitors; also: nearly all actives have a fitted effect of over 70% in size; inactives centre near 23
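HP1-beta protein (50 nM final) preincubated 30 min at room temperature with biotinylated H3(1-18)K9me3 peptide (50 nM) in PBS pH 7.4, 0.01% Tween-20, then compound added for 30 min. AlphaScreen streptavidin donor/nickel chelate acceptor beads (10 ug/mL final), 30 min dark, luminescence read.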
JMJD2A Tudor inh: inhibitors of human JMJD2A Tudor domain; AlphaScreen JMJD2A-Tudor / H3K4me3 peptide binding; Potency, µM (top dose mostly 114 µM), for the others: at the highest dose activity change, negative = inhibition, actives largely listed as inhibitors; 4.4% of 390,000 active; also: % is scaled to controls: 0 for no effect and ±100 for the full control effect; nearly all actives have a fitted effect of over 50% in size
PGK inhibitor: T. brucei PGK inhibition | P07378 | PGK/GAPDH coupled, Kinase-Glo luminescence, 60 min | Potency, µM (titrated, usually from 57.5 µM), without a hit: at the top dose activity change, negative = inhibition, most hits filed as inhibitors | 0.043% of 380,000 active; also: % is scaled to controls: 0 for no effect and ±100 for the full control effect; nearly all actives have a fitted effect of over 60% in size
Target sequence (P07378 whole entry, looked up): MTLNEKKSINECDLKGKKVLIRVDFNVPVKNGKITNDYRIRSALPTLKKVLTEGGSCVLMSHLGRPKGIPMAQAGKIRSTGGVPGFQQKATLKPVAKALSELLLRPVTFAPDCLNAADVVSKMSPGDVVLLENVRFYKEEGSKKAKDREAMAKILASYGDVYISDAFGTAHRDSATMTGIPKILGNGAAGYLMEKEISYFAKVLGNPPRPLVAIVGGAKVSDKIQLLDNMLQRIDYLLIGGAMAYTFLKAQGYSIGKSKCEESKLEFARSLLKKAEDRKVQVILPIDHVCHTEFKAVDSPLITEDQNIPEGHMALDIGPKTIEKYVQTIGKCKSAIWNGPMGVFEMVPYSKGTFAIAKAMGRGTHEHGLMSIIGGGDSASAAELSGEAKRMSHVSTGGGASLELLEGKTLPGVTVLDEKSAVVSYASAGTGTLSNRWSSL
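Luminescent ATP detection (Kinase-Glo Plus) follows a 60-minute room-temperature incubation, with wells lacking PGK as controls. Buffer: 100 mM TEA (pH 7.6), 5 mM MgCl2, 0.01% Tween-20. Coupling enzyme GAPDH (100 nM final) supplies unstable 1,3-BPG in-well.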
Pin1 inh: inhibitors of human Pin1 | Q13526 | Pin1 FP peptide displacement, HiFluor488, 10 min | Potency, µM (highest dose often 115 µM), for the others: top-dose activity, negative = inhibition, most hits filed as inhibitors | 0.009% of 390,000 active | AID 504891; active = well fitted inhibition curve with a large enough effect in the polarisation, with a control signal flat, not every such curve was filed as active; inconclusive = small, poorly fitted or top-dose-only effect, or effect the other way, or a change in a side signal; inactive = no such curve, though single readings can be large or run the other way; the % refers to the polarisation; also: % is scaled to controls: 0 for no effect and ±100 for the full control effect
Target sequence (Q13526 whole entry, looked up): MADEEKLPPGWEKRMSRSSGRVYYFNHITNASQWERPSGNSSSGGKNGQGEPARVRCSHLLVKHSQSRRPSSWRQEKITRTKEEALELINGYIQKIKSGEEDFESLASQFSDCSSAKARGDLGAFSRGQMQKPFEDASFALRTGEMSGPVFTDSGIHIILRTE
ERG Ets-DNA blk: blocks human ERG Ets domain binding to DNA; P11308; fluorescence polarization, His-ERG Ets domain / labelled DNA; Potency, µM (highest dose often 76.9 µM), without a hit: top-dose FP activity, negative = inhibition, usual class: inhibitors; 0.028% of 370,000 active; AID 624246; active = well fitted inhibition curve with a large enough effect in the polarisation, with a control signal flat; inconclusive = small, poorly fitted or top-dose-only effect, or effect the other way, or a change in a side signal; inactive = no such curve, though single readings can be large or run the other way; the % refers to the polarisation;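 also: polarization taken with two DNA probes labelled with fluorescein and Texas red; % of control where 0% means no effect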
Target sequence (P11308 whole entry, looked up, the tested form may be a part): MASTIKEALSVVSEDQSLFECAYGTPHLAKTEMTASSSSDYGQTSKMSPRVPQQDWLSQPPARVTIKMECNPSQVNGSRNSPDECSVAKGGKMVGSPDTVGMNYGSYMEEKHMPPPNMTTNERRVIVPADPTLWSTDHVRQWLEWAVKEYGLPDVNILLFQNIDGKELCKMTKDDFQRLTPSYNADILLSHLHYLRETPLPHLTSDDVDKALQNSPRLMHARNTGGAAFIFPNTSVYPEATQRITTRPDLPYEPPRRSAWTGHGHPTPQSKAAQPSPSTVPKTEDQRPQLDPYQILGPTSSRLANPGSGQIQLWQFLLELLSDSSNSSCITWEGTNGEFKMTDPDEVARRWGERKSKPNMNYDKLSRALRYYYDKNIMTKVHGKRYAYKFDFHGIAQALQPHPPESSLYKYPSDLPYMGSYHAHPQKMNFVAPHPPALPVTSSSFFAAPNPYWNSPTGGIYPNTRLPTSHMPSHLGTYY
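His-tagged ERG Ets domain (1 uM in the protein solution; 300mM KCl, 50mM Tris-HCl, 1mM EDTA, 1mM DTT, pH 7.5) received compound, then a probe mix of 5 nM fluorescein-DNA and 100nM Texas-615-DNA. Fluorescence polarization was read for both dyes.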
RGS4 inh: blocks human RGS4-accelerated GTP hydrolysis; P49798; Transcreener GDP fluorescence polarization, RGS4-accelerated GTP hydrolysis; Potency, µM (titrated, usually from 114 µM), for the others: top-dose activity change, negative = inhibition, actives largely listed as inhibitors; 0.039% of 390,000 active; AID 504845; also: % is scaled to controls: 0 for no effect and ±100 for the full control effect; nearly all actives have a fitted effect of over 75% in size; some results filed as inactive show a strong effect at the top dose
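MLSMR compounds (23 nl, pin-transferred) preincubated 10 min at room temperature with a 500nM (2x) first reagent, then RGS4 at 900nM (2x) plus Transcreener GDP mix added; fluorescence polarization (620/688 nm) read before and after 90 min at 30 °C.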
rTrxR1 inhibitor: inhibitors of rat thioredoxin reductase 1 | 1% of 390,000 active | O89049 | recombinant rTrxR1, NADPH fluorescence consumption, selenite substrate | Potency, µM (doses to about 114 µM), without a hit: at the highest dose activity change, negative = inhibition, actives largely listed as inhibitors; also: % is scaled to controls: 0 for no effect and ±100 for the full control effect; nearly all actives have a fitted effect of over 65% in size
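Rat TrxR1 (90 nM in the dispensed reagent) was pre-reduced with 400 uM NADPH for 5 min at room temperature, then incubated with compound for 15 min. After 400 uM selenite was added, NADPH fluorescence (Ex 340/Em 450 nm) was followed for 8 min.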
12-LOX inh: ALOX12 (human) lipoxygenase inhibition; P18054; 1.1% of 580,000 active; AID 1671190; Potency, µM (top dose mostly 108 µM), inactives show top-dose activity change, negative = inhibition, actives largely listed as inhibitors; purified 12hLO, xylenol orange hydroperoxide absorbance; also: % is scaled to controls: 0 for no effect and ±100 for the full control effect
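Purified human 12hLO (150 nM final) in 25 mM Hepes, 0.01% Triton X-100, pH 7.0 was preincubated 15 min at room temperature with compound. Then 40 uM arachidonic acid was added, 30 min. Hydroperoxide was read by Fe-XO absorbance ratio 573/405 nm.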
An asterisk follows results filed as active; i = inactive; ? = inconclusive; nt = not tested or not shown; & = joins results of further samples; [ ] = another dose, or the depositor's remark. Unless noted, calls follow the shape of the dose curve; as a rule, active = well fitted curve in the direction sought with a large enough effect; inconclusive = small, poorly fitted or top-dose-only effect, or another doubt; inactive = no such curve, though single readings can be large; an effect the other way counts as inactive or inconclusive. Potency is read from the fitted curve at half-maximal effect.

Start of the listing, in advance, 3 compounds:
SMILES	GLS inh	HP1b binding inh	JMJD2A Tudor inh	PGK inhibitor	Pin1 inh	ERG Ets-DNA blk	RGS4 inh	rTrxR1 inhibitor	12-LOX inh
CCOC(=O)c1cc2sccc2n1CC(=O)N1CCN(C(=O)c2ccco2)CC1	0%	30%	-7%	3%[11.5 µM]	-6%	nt	-13%	11%	-11%
Cc1ccc(COC(=O)c2cccc(S(=O)(=O)N3CCCCCC3)c2)cc1	3%	115%	64%[activator]	i	-9%	1%	26%	7%	153%[activator]
COc1ccc(OC)c(S(=O)(=O)N2CCCC(C(=O)NCCN3CCOCC3)C2)c1 (stereo not given)	-4%	24%	-8%	i	?	5%	1%	-10%[57.1 µM]	-3%

Main list, repeating the preview:
SMILES	GLS inh	HP1b binding inh	JMJD2A Tudor inh	PGK inhibitor	Pin1 inh	ERG Ets-DNA blk	RGS4 inh	rTrxR1 inhibitor	12-LOX inh
CCOC(=O)c1cc2sccc2n1CC(=O)N1CCN(C(=O)c2ccco2)CC1	0%	30%	-7%	3%[11.5 µM]	-6%	nt	-13%	11%	-11%
Cc1ccc(COC(=O)c2cccc(S(=O)(=O)N3CCCCCC3)c2)cc1	3%	115%	64%[activator]	i	-9%	1%	26%	7%	153%[activator]
COc1ccc(OC)c(S(=O)(=O)N2CCCC(C(=O)NCCN3CCOCC3)C2)c1 (stereo not given)	-4%	24%	-8%	i	?	5%	1%	-10%[57.1 µM]	-3%
COc1ccnc(Oc2ccccc2)c1C(=O)N/C=N/OCc1ccccc1F	-8%	-7%	-13%	i	0%	-3%	-13%	25%[57.1 µM]	4%
CN(Cc1c(F)cccc1Cl)C(=O)c1ccc(COc2ccccc2)cc1	3%	54%[activator]	15%	-1%	0%	-7%	8%	-5%	4%
O=C(N/N=C/c1ccncc1)c1ccccc1	2%	9%	3%	-7%	-8%	-3%	31%	-10%	-6%
CCCOc1ccc(CCC(=O)N/N=C/c2ccc([N+](=O)[O-])o2)cc1	-9%	23%	-22%	i	6%	-4%	20%	?	0%
COc1ccc(Cc2n[nH]c(=S)o2)cc1	12%	26%	32µM*	-4%	-12%	-8%	0%	12%[57.1 µM]	-7%
NS(=O)(=O)c1cccc(NC(=O)Nc2ccccc2)c1	-8%	16%	-1%	5%	-8%	5%	4%	12%[57.1 µM]	171%[activator]
COc1cccc(Cn2c(=O)n(-c3cccc(Cl)c3)c(=O)c3c4c(sc32)CN(C(C)=O)CC4)c1	19%	28%	-14%	-9%	41%[activator]	-10%	-15%	-6%	-14%
COc1cc(OC)c2c(c1C(CCN1CCN(c3ccccc3)CC1)c1ccc(N(C)C)cc1)OC(=O)CC2c1ccc(N(C)C)cc1 (stereo not given)	nt	?	13µM*	nt	15%	nt	-8%	-6%	nt
Cc1cccc(C(=O)NCC(=O)OCC(=O)c2ccc(Cl)s2)c1	-1%	26%	-28%	-10%	7%	-2%	-12%	1%	?
N#CC1=C(N)Oc2n[nH]c(-c3ccc(F)cc3)c2C1c1cccnc1 (stereo not given)	-15%	18%	-25%	9%	2%	1%	-23%	-2%	0%
C=CCOc1ccc(C(=O)Nc2ccccc2C(=O)N2CCCC2)cc1	1%	17%	-11%	0%	-2%	0%	14%	-10%	13%
O=C(CCn1cccn1)Nc1cccc(C(F)(F)F)c1	-2%	34%	-4%	10%	2%	15%	-3%	9%[57.1 µM]	-9%
Cc1ccc(CCC(=O)Nc2ccc(Cl)cc2)o1	-3%	7%	-10%	-8%	9%	-9%	-28%	6%	?
O=C(N[C@@H](CCC/[N+]([O-])=C/c1ccccc1)C(=O)O)OCc1ccccc1	3%	24%	-10%	-10%	-3%	-3%	-2%	5%	-11%
O=C(O)c1ccc(N(c2ccccc2)c2ccccc2)cc1	5%	21%	-10%	-2%	-1%	-1%	-48%	-2%	201%[activator]
COC(=O)c1ccccc1NC(=O)C(Cc1ccccc1)N1Cc2ccccc2C1=O (stereo not given)	-11%	44%[activator]	-13%	i	?	-1%	-5%	23%	-12%
CCCCN1C(=O)/C(=C(/C#N)C(N)=O)c2ccccc21	0%	24%	-3%	-1%	1%	-4%	?	-1%	-5%
COc1cccc(/C=N/NC(=S)NCCc2ccccc2)c1	1%	-2%	-29%	i	-5%	4%	-10%	-3%	?
COc1ccc(CNC(=O)c2cc3c(=O)n4ccccc4nc3n(CC3CCCO3)c2=N)cc1 (stereo not given)	-2%	15%	-12%	0%	-1%	-4%	-25%	4%	?
c1ccc2c(-c3nc4ncccc4o3)cccc2c1	0%	118%[activator]	43%[activator]	i	13%	-9%	-3%	67%[activator]	-1%
COC(=O)c1ccc(CNC(=O)c2sccc2-c2ccccc2)cc1	4%	50%[activator]	-1%	-7%	7%	10%	9%	15%	4%
CCOc1ccc(N(CC(=O)NCc2ccccc2)C(=O)CCC(=O)Nc2nccs2)cc1	5%	19%	-16%	-10%	-2%	4%	-6%	-1%[57.1 µM]	-1%
COC(=O)c1sccc1NC(=O)c1cc(-c2cc(C)ccc2C)nc2ccccc12	0%	24%	-11%	-4%	0%	-6%	-15%	40%[57.1 µM]	-3%
O=S(=O)(c1ccc(-c2ccccn2)s1)N1CCC2(CC1)OCCO2	-2%	52%[activator]	-6%	-4%	-13%	22%	-20%	25%[11.4 µM]	?
Cc1ccccc1C(=O)N1CC(=O)Nc2ccc(F)cc2C1c1ccc(F)cc1 (stereo not given)	-16%	7%	-15%	-2%	3%	5%	18%	18%[57.1 µM]	?
CN(C)c1ccc(CNC(=O)c2ccc(CNc3c(N4CCCCC4)c(=O)c3=O)cc2)cc1	22%	7%	?	9%	4%	-3%	0%	?	9%[57.4 µM]
COc1ccc(NC(=O)c2sc3cc(C(F)(F)F)cnc3c2-c2cccs2)cc1	21%	22%	-4%	4%	-23%	1%	31%	9%[57.1 µM]	0%
CN1C(=O)/C(=C\C=C2/CCCN2C)N(C)C1=S	14%	2%	-26%	-1%	?	4%	-25%	?	?
CN1CCN(C(=O)NC2CCCCC2)CC1	6%	?	8.9µM*	-4%	-13%	-4%	-23%	6%	-10%
COc1ccccc1-n1cc(C(=O)c2cc(Cl)ccc2O)cc(C#N)c1=O	3%	-12%	-31%	i	31%[activator]	3%	-5%	1%[57.1 µM]	?
O=C(O)CSc1ccccc1C(=O)O	-1%	10%	-25%	i	-6%	0%	-2%	-6%	?
CC(c1cccnc1)N(C(=O)Nc1ccccc1)C1CCCCC1 (stereo not given)	-1%	53%[activator]	-2%	-5%	0%	-4%	1%	24%	-8%
COc1cc(OC)c(C(=O)OCC(=O)Nc2cccc(S(=O)(=O)NC3=NCCCCC3)c2)cc1OC	7%	43%[activator]	-8%	-4%	0%	6%[15.4 µM]	-24%	-9%	-9%
O=C(NC1CCC(=O)N(CCOc2ccccc2)CC1)OCc1ccccc1 (stereo not given)	-2%	31%	-8%	-9%	-5%	-5%	16%	18%&-1%	0%
Cc1cc(=O)oc2cc(NS(=O)(=O)c3ccc(F)cc3)ccc12	35%	35%	7%	-5%	-8%	-7%	-8%	?	0%
O=C(CCCN1C(=O)/C(=C/c2ccccc2Cl)SC1=S)NNC(=O)c1ccccc1Cl	10%	23%	-4%	i	30%	4%	-8%	8%[57.1 µM]	-2%
CCOc1ccc2c(c1)-c1c(ssc1=S)C(C)(C)N2	20%	?	25µM*	nt	?	nt	-28%	-30%	nt
Oc1ccccc1N1CCN(c2ncnc3scc(-c4ccccc4)c23)CC1	16%	-24%	?	-8%	4%	-5%	8%	15%	-7%
COc1cccc(Nc2nc3ccccc3n3cnnc23)c1	3%	33%	-18%	-5%	6%	-10%	15%	5%	-2%
CN(c1nc2ccccc2n2c(C3CC3)nnc12)S(=O)(=O)c1ccccc1	1%	25%	-6%	4%	7%	1%	9%	16%	-3%
COc1cc(-c2nc(-c3ccc4c(c3)-c3ccccc3S4(=O)=O)c(-c3ccccc3)[nH]2)cc(OC)c1O	-14%	-30%	?	-7%	21%	-10%	-32%	-1%	?
CC(=O)Nc1ccc(/C(C)=N/NS(=O)(=O)c2ccccc2)cc1	8%	44%[activator]	0%	3%	3%	-3%	7%	-11%	1%
CCOC(=O)c1cccc(NS(=O)(=O)c2cc3c(cc2C)NC(=O)CO3)c1	1%	22%	-20%	-10%	-11%	3%	-6%	7%	-17%
O=C(CSc1nc(C2CCCCC2)nc2ccccc12)NCc1ccco1	5%	10%	-28%	-2%	0%	-3%	-16%	11%[57.1 µM]	-6%
C=CCN(c1ccccc1OC)S(=O)(=O)c1cccc(C(=O)NC2=NCCS2)c1	-16%	26%	-7%	0%	-4%	-5%	-18%	7%[57.1 µM]	0%
COc1ccc(-c2nc(=S)c3c(n2Cc2cccnc2)CC(C)(C)OC3)cc1	6%	7%	-18%	-3%	-14%	-14%	36%	-27%	96%[activator]
Cc1ccnc(NC(=S)N2CCN(c3cccc(C(F)(F)F)c3)CC2)c1	?	-13%[57 µM]	1µM*	-4%	-2%	9%	-33%	-7%	22µM*
CC(NC(=O)c1ccc(C(C)(C)C)cc1)C(=O)O (stereo not given)	0%	22%	-5%	-5%	0%	0%	20%	5%	-8%
COc1cccc(Cn2cnc3c(NS(=O)(=O)c4ccc(Cl)cc4Cl)c(C)c(C)cc32)c1	-3%	24%	-30%	i	34%[activator]	10%	-25%	-5%	?
OCCC1CN(Cc2ccccn2)CCN1C1CCCC1 (stereo not given)	13%	40%[activator]	6%	-9%	0%	-9%	-6%	21%	10%

This is a subset (hit frequency here may not be typical).
